Bioassay records: PubChem BioAssay, several laboratories
SUMO1-SIM PPI = alters human SUMO1 binding to SIM partners; 360,000 compounds, 0.33% hits; AID 602429; inhibition, % at 20 µM; SUMO1 binding to a labelled peptide, TR-FRET, 1 h; in the data active = inhibition above about 37%
Target sequence (P63165 whole entry, looked up): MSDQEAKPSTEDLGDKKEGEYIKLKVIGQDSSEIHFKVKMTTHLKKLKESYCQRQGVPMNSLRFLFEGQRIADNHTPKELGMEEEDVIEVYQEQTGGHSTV
MLLE-PAM2 inh = inhibitors of microRNA-mediated deadenylation, human PABP1 MLLE binding | GST-MLLE / FITC-PAM2 fluorescence polarization | inhibition, % at 20 µM | 360,000 compounds, 0.36% hits | P11940 | AID 588489; in the data active = inhibition above about 35%, passing the limit was not always enough;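 note: plate controls were DMSO wells with GST-MLLE for no effect and wells lacking GST-MLLE protein for full effect; some results filed as inactive read as strong as hits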
DNMT1 inh = blocks human DNA methyltransferase DNMT1; P26358; AID 588458; inhibition (reported as % activation of signal), % at 10 µM; 360,000 compounds, 0.83% hits; DNMT1 molecular beacon, Hinp1I cleavage, fluorescence; in the data active = inhibition above about 50%
Tb MetRS inh = Trypanosoma brucei MetRS inhibition; inhibition, % at 11.9 µM; AID 624268; 360,000 compounds, 0.4% hits; purified T. brucei MetRS, ATP depletion, Kinase-Glo luminescence;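 active = inhibition above a per-plate cutoff of the control wells' mean inhibition plus 3 SD, cut at about 5.5% in these data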;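 note: 0% = DMSO wells median and 100% = median of wells with control inhibitor compound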
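Assay system: T. brucei methionyl-tRNA synthetase, purified | Medium: HEPES buffer with MgCl2, KCl, DTT, spermine, BSA, pyrophosphatase | Compound: 11.9 µM single point | Incubation: 15 min enzyme-compound preincubation, 2 h reaction, 10 min detection, 25 °C | Measured by: Kinase-Glo luciferase luminescence reporting remaining unconsumed ATP | Measure: % inhibition normalized to control-well medians | Replication: Singlicate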
CSN inh = inhibitors of human CSN-mediated cullin deneddylation. Purified CSN, SCF-Nedd8-OG deneddylation, fluorescence polarization. inhibition, % at 12.5 µM. 360,000 compounds, 0.38% hits. AID 651999;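 active = pattern-corrected inhibition above about 35%, with an unprinted fluorescence ratio check between 0.5 and 1.5, limit read from the data, passing the limit was not always enough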;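 note: 0% = enzyme with substrate and 100% = substrate without enzyme; some results filed as inactive read as strong as hits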
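Schedule: reaction 90 min, room temperature / Assay system: HEK293T-derived human Csn5 enzyme / Input: Csn5 at 0.24 nM final / Measure: inhibition of Csn5 cleavage, % / Control set: substrate-only high control, full reaction low control / Technique: fluorescence polarization of the substrate / Buffer or medium: Tris/NaCl/DTT buffer, pH 7.5 / Reagent: SCFSkp2-Nedd8OG substrate at 10 nM final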
STEP block = STEP (human) phosphatase inhibition; P54829; recombinant STEP, OMFP fluorogenic substrate, fluorescence; inhibition, % at 20 µM; 360,000 compounds, 0.25% hits; AID 588621;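 active = inhibition at 20 µM, scaled per plate between control wells, above about 37%, limit read from the data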;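 note: 0% = DMSO with enzyme and substrate and 100% = substrate only without enzyme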
Target sequence (P54829 whole entry, looked up): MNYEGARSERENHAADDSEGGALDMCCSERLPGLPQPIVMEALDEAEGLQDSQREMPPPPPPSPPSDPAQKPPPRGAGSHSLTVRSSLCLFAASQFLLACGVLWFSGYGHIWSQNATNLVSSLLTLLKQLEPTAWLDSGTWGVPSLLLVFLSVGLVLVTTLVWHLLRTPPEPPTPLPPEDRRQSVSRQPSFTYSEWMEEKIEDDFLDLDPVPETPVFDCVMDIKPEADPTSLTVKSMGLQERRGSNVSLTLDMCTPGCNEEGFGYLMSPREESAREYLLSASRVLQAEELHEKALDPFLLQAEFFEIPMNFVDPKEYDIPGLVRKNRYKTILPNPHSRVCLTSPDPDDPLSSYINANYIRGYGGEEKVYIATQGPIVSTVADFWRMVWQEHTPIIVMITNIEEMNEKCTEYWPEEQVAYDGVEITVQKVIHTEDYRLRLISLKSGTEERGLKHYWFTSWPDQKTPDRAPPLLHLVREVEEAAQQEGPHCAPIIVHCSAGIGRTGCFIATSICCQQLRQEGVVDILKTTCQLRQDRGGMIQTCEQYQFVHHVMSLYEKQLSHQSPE
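Test system: STEP tyrosine phosphatase / Reagent: OMFP at 25 µM / Doses: 20 µM, 1% DMSO / Read-out: percent inhibition scaled to no-enzyme and uninhibited-enzyme controls, plate-pattern corrected / Detection: FITC-channel fluorescence of OMFP product / Medium: Bis-Tris buffer pH 6.0, 2.5 mM DTT, 0.005% Tween 20 / Schedule: 20 min at room temperature, dark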
NadD block = NadD (S. aureus) enzyme inhibition; inhibition, % at 20 µM; AID 602399; purified NadD enzyme, colorimetric absorbance read-out; 360,000 compounds, 0.78% hits; in the data active = inhibition above about 26%; note: some compounds past the cut are filed as inactive
Scp-1 inhibitor = Scp-1 (human) phosphatase inhibition; Q9GZU7; Recombinant Scp1, phosphopeptide, malachite green phosphate absorbance; inhibition, % at 20 µM; 340,000 compounds, 0.88% hits;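 active = inhibition above about 50% at 20 µM, limit read from the data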;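 note: plate controls were DMSO wells with enzyme for no effect and wells lacking enzyme for full effect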
Target sequence (Q9GZU7 76-261 limits assumed): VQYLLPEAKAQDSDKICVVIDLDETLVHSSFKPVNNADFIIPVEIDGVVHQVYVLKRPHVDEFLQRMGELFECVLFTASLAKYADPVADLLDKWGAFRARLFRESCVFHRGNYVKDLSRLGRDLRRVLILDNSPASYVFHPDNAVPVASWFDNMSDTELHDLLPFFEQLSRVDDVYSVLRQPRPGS
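Test system: SCP-1 phosphatase catalytic domain, residues 76-261; measured by: colorimetric phosphate reagent with accelerator and stabiliser, absorbance at 630 nm; timing: enzyme reaction 45 min at room temperature, colour 5 min, stabilisation 30 min; also added: Phosphorylated 17-residue peptide substrate; compound dosing: one concentration, 20 µM, with 1.0% DMSO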
Rpn11 inh = blocks the human proteasome subunit Rpn11; 360,000 compounds, 0.59% hits; AID 588493; O00487; calls only at 20 µM; human 26S proteasome, Ub4-pepOG fluorescence polarization; 20S core pre-blocked with epoxomicin;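 active = inhibition at 20 µM, scaled to each plate's controls, above about 33%, limit read from the data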
LMPTP inh = blocks human LMPTP phosphatase; P24666; recombinant LMPTP-A, OMFP fluorogenic substrate, fluorescence intensity; inhibition, % at 20 µM; 360,000 compounds, 0.22% hits; AID 651560;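 active = compounds that cut the enzyme signal by at least half of the control window in the single-dose screen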;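 note: plate controls were DMSO wells with enzyme plus substrate for no effect and substrate without enzyme for full effect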
Target sequence (P24666 whole entry, looked up): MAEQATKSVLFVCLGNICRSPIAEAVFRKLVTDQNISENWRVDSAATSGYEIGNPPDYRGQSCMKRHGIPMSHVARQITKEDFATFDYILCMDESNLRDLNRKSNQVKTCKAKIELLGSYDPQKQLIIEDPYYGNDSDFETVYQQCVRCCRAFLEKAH
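Test system: LMPTP-A, protein tyrosine phosphatase of low molecular weight; Input: 0.625 nM enzyme; Incubation: 50 min dark incubation at room temperature; Signal: endpoint fluorescence intensity from OMFP dephosphorylation; Read-out basis: % inhibition versus control wells.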
* = called active by the depositor; i = inactive; nt = no result given.

Each structure is followed by: Tb MetRS inh, NadD block, CSN inh, DNMT1 inh, MLLE-PAM2 inh, Scp-1 inhibitor, STEP block, SUMO1-SIM PPI, LMPTP inh, Rpn11 inh
1	CC[n+]1c(C)sc2c(C)cc(C)cc21
    -0.1, 2, -1, -1, -62, 0, -4, 2, -1.6, i
2	O=C(CCC1N=C2c3ccccc3N=C(SCC(=O)NCC3CCCO3)N2C1=O)NCc1ccc(F)cc1 (stereo not drawn)
    -0.1, -1, 3, -4, -51, -2, 1, -1, -1.3, i
3	Cc1cc2oc(=O)cc(CN3CCCCC3C)c2cc1C (stereo not drawn)
    -0.4, -4, 1, 2, -21, 0, 1, -4, -1.3, i
4	Cn1nnnc1SCC(=O)Nc1ccc(Cl)cn1
    -0.2, -2, 3, 2, 7, 0, 0, 0, -1.5, i
5	Cc1noc(C)c1C(=O)Nc1nc(C23CC4CC(CC(C4)C2)C3)cs1
    -0.2, -1, 0, -5, 10, -4, -2, -4, 2.7, i
6	Cc1cccc(N2C(=O)CC(N(O)c3ccccc3)C2=O)c1 (stereo not drawn)
    -1.4, 0, 1, 13, 4, -2, -2, -2, 1.5, i
7	CSc1ncc(C(=O)O)n1-c1ccc(F)cc1
    -0.5, -6, 3, 3, 9, 0, -3, 3, -1.3, i
8	CC1CCc2[nH]c3ccc(C(=O)N(C)CC(=O)Nc4ccccc4Br)cc3c2C1 (stereo not drawn)
    -0.3, 5, -1, -4, -11, 3, 5, 6, 0.9, i
9	CCOC(=O)C1CC=C(Cl)CC1C(=O)Nc1nccs1 (stereo not drawn)
    -0.1, -4, -12, -1, -9, 0, -4, -3, -1.4, i
10	Cc1ccc(Nc2ncnc(N)n2)cc1C
    1.1, 1, -2, -9, -1, -1, -1, 2, -0.1, i
11	Nn1c(Cc2ccccc2F)nnc1SCC(=O)Nc1cccc(S(=O)(=O)NC2=NCCCCC2)c1
    -0.2, 1, 1, 2, -36, 11, 3, 2, -0.8, i
12	COC(=O)c1nc2ccccn2c1F
    -0.7, -9, 7, -2, 7, -9, -1, -5, -2.0, i
13	CC(C)(C)NC(=O)C(c1ccccn1)N(C(=O)C1CSC(=O)C1)c1ccc(F)cc1 (stereo not drawn)
    -0.6, 3, -2, 0, -10, -15, 0, 1, -1.2, i
14	Cc1ccc(N2CC(C(=O)NCc3n[nH]c(=O)c4ccccc34)CC2=O)cc1 (stereo not drawn)
    -0.2, -4, -3, 5, 9, -3, 0, 0, -1.5, i
15	Cc1cc(-c2c(C)[nH]n(-c3ccccc3)c2=O)n[nH]1
    -1.9, 0, 1, 2, 1, -10, 1, 3, -0.4, i
16	C=CCn1c(N)cc(=O)nc1SCC(=O)Nc1ccc(C(=O)OCC)cc1
    -0.5, 1, 2, 0, -1, 4, 2, 1, -0.2, i
17	CN1CCC(n2[nH]c(-c3ccccc3)c(Cc3ccccc3)c2=O)CC1
    -0.3, -5, -3, -8, 3, -7, 3, 0, -1.8, i
18	Cc1ccc(CN2CCN(/N=C\C(Br)=C\c3ccccc3)CC2)cc1
    -0.5, 4, 3, -1, 7, -3, 2, -5, -2.8, i
19	O=C(Nc1nc(-c2ccccc2)cs1)c1ccc(Br)o1
    -0.3, 5, 1, -9, 22, -14, 3, 2, 5.6, i
20	CC(=O)N1CN(C2CC(C)(C)NC(C)(C)C2)Cc2c1sc1c2CCCC1
    -0.3, -5, 0, 0, 12, -2, -1, 1, 1.4, i
21	CCCn1c(C)c(C(=O)OCC)c(O)c(-c2ccccc2)c1=O
    -0.8, -2, 1, 3, 6, -7, 0, 8, 1.9, i
22	NS(=O)(=O)c1ccc(CNC(=S)NC(=O)c2ccco2)cc1
    0.1, -5, 1, -3, 8, -1, -1, -6, -1.1, i
23	Cc1ccc(S(=O)(=O)N2CCCCC2)c(C)c1NS(C)(=O)=O
    -0.5, -8, -1, -3, -16, -5, 0, 2, -1.3, i
24	O=C(NCc1ccc(F)cc1)c1cccs1
    -1.0, -7, 0, -1, 12, -2, -4, 3, -2.0, i
25	Cc1nnsc1C(=O)N1CCN(c2ccc(F)cc2)CC1
    -0.2, -3, 0, -6, 2, -7, 1, -2, -1.1, i
26	CC(C)N1C(=O)N(c2ccc(Cl)cc2)C(C)(O)CC1(C)C (stereo not drawn)
    0.7, 1, 1, 1, -8, -10, -1, 0, 0.9, i
27	O=C(NC(Cc1ccccc1)C(=O)O)C1CCN(S(=O)(=O)c2ccccc2C(F)(F)F)CC1 (stereo not drawn)
    -0.6, -7, 0, 2, 2, -1, -2, 7, -1.6, i
28	COc1ccc(C2=NOC(C(=O)NC3CCCCC3)C2)cc1OC (stereo not drawn)
    0.8, -10, -1, 2, 16, -4, 0, 0, -1.1, i
29	Cc1nc(CSc2nsc(C)c2C#N)cs1
    -0.7, 2, -1, 1, 7, 1, -2, 2, -0.7, i
30	O=C(CSc1nc2[nH]c(=O)cc(O)c2s1)Nc1nncs1
    -0.3, 5, -5, 1, -6, 2, 2, 2, -0.2, i

Reprinted at random: two entries already listed, in no set order.
Each structure is followed by: Tb MetRS inh, NadD block, CSN inh, DNMT1 inh, MLLE-PAM2 inh, Scp-1 inhibitor, STEP block, SUMO1-SIM PPI, LMPTP inh, Rpn11 inh
20	CC(=O)N1CN(C2CC(C)(C)NC(C)(C)C2)Cc2c1sc1c2CCCC1
    -0.3, -5, 0, 0, 12, -2, -1, 1, 1.4, i
24	O=C(NCc1ccc(F)cc1)c1cccs1
    -1.0, -7, 0, -1, 12, -2, -4, 3, -2.0, i

(listing goes on)
Each structure is followed by: Tb MetRS inh, NadD block, CSN inh, DNMT1 inh, MLLE-PAM2 inh, Scp-1 inhibitor, STEP block, SUMO1-SIM PPI, LMPTP inh, Rpn11 inh
31	Cc1cccc(N2CCN(C(=O)C3CCCN(S(=O)(=O)c4cnc[nH]4)C3)CC2C)c1 (stereo not drawn)
    -1.3, 1, 3, 1, 1, 2, -5, -1, -0.3, i
32	N#Cc1ccsc1NC(=O)CN1CCN(c2ccc(O)cc2)CC1
    0.8, 7, -5, -6, -21, 4, 1, 17, 3.9, i
33	Cc1ccc(-c2nnc(NCc3nc4ccccc4[nH]3)c3ccccc23)cc1S(=O)(=O)N1CCCCC1
    0.9, 27, -1, -10, 2, 11, 1, -13, 1.1, i
34	O=S(=O)(Nc1cccc(-c2ccc3nncn3n2)c1)c1ccccc1F
    -0.6, -4, 3, -5, -14, 5, -1, -14, 0.5, i
35	CCOc1ccc(NC(=S)Nc2cccc3ccccc23)cc1
    -0.1, 1, 20, -4, 14, -8, 5, -9, 1.5, i
36	Cc1ccc(-n2cc(CN3CCNC(=O)CC3)c(-c3cccc(C)c3)n2)cc1
    0.1, -4, -3, -8, 2, -7, 8, 0, 1.6, i
37	COc1ccc2[nH]c(=O)c(CN(Cc3ccco3)Cc3nnnn3Cc3ccccc3)cc2c1
    0.7, 6, 1, -4, 21, -8, 3, 3, 0.2, i
38	COC(=O)Cn1nc(-c2ccc(C)cc2)c2ccccc2c1=O
    -1.0, 0, 5, -1, 4, -13, 0, 0, -1.5, i
39	COc1ccc2oc(C(=O)OCC(=O)N(C)c3ccccc3)c(C)c2c1
    -0.2, -5, 4, 3, -1, -5, 1, -2, 0.0, i
40	CC(C)(C)c1ccc(S(=O)(=O)CC(O)CSc2nc3c(cc2C#N)CCCC3)cc1 (stereo not drawn)
    0.4, -5, -2, 0, 2, -6, 1, 2, 0.1, i
41	CC(C)(C)C(=O)NC(=S)N1CCOCC1
    0.0, -1, 3, 3, 7, -4, 5, 5, -2.6, i
42	Cn1nccc1C(=O)N1CCCC(C(=O)c2ccc(Oc3ccccc3)cc2)C1 (stereo not drawn)
    -0.8, 2, 0, 4, 7, -1, 2, 0, 0.7, i
43	O=C(Nc1cc(C(F)(F)F)ccc1Cl)C(=O)N1CCCCC1
    0.0, -2, -3, 3, 13, -5, -2, 1, -1.3, i
44	Brc1ccc(-c2nc3ccccc3s2)s1
    -0.3, -1, 0, 0, 16, -6, 1, -14, 0.9, i
45	CN(C)c1cccc(NC(=O)C2Cc3c(-c4ccc(Cl)cc4)ccnc3O2)c1 (stereo not drawn)
    -0.3, 2, -2, 0, -3, nt, 5, -5, 2.2, i
46	CC1CC(=O)N(c2ccc(N(C)Cc3ccccc3)c([N+](=O)[O-])c2)C1=O (stereo not drawn)
    0.1, 4, 5, 0, -5, -14, -1, -17, 0.1, i
47	COc1ccc(C(NC(=O)CC(C)C)c2c(O)ccc3ccccc23)cc1 (stereo not drawn)
    -1.1, -1, 3, -7, 2, -2, 2, 4, 0.9, i
48	C[N+]1(CCCCCCC(=O)/C=N/O)CCCCCC1
    -0.6, 8, 0, 0, -113, 96*, -3, 1, -7.1, i
49	O=C(CSc1nc(O)c(C2CCCCC2)c(=O)[nH]1)Nc1ccccc1Cl
    0.1, 5, 1, -1, 20, -5, -1, 3, 0.2, i
50	O=C(COC(=O)Cc1ccccc1F)NCCc1ccccc1
    -0.3, 1, 1, 3, 16, -7, -3, 1, -0.8, i
51	COC(=O)c1ccc(CNC(=O)C2CCC(=O)N(CCCc3ccccc3)C2)cc1 (stereo not drawn)
    0.0, -7, -3, 1, -4, 10, 3, -2, -1.7, i
52	CN1CCN(S(=O)(=O)c2cccc(C(=O)Nc3ccccc3N3CCOCC3)c2)CC1
    -1.3, -1, 3, 1, -9, 5, 0, -2, -0.1, i

Compounds as they come; 3.6% or so of the library scored in one or more.
